HRas wt GTP – modulators of GTP binding to HRas wildtype, primary screen, biochemical, bead-based flow cytometry, multiplex; GTPase HRas (Homo sapiens), P01112; GST-Ras wt beads, Bodipy-FL-GTP binding; actives lie on both sides; GTP binding activity, % at 10 µM; 190,000 tested, 0.14% active; AID 759, 2007;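 active = GTP binding activity at least 20% away from the 100% baseline, either lowered as inhibitor or raised as activator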;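 also: 0% = unlabeled GTP competition control and 100% = no-compound control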
Target sequence (P01112 whole entry, looked up): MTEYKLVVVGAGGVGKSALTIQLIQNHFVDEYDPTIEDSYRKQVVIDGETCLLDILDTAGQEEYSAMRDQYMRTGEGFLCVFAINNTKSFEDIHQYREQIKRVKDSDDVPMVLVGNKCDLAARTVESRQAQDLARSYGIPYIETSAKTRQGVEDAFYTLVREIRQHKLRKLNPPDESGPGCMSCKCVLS
Cdc42 wt GTP – modulators of GTP binding to wildtype Cdc42, primary screen, biochemical, multiplex bead flow cytometry, Bodipy-GTP; Cell division control protein 42 homolog (Homo sapiens), P60953; GST-Cdc42 beads; actives lie on both sides; percent activity (GTP binding), % at 10 µM; 190,000 tested, 0.2% active; AID 761, 2007;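 active = percent activity GTP binding at least 20 points away from the 100% baseline, either down as inhibitor or up as activator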;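 also: median bead fluorescence of bound Bodipy-FL-GTP at 100 nM; 0% = excess unlabeled GTP control and 100% = no compound control; below 100% means less GTP binding so inhibitor and above means activator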
Target sequence (P60953 whole entry, looked up): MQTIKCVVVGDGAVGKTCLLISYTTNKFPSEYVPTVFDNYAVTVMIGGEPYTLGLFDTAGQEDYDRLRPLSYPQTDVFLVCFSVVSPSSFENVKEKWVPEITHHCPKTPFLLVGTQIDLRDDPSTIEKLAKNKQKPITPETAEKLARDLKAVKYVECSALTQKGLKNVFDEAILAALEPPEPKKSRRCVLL
Bim-Bcl-XL – inhibitors of Bim-Bcl-XL binding, primary screen, biochemical, multiplexed, bead flow cytometry, human Bcl-XL | 190,000 tested, 0.04% active | inhibition, % at 10 µM | Bim peptide-Bcl-XL binding, fluorescence | Bcl-2-like protein 1 (Homo sapiens), Q07817 | AID 1007, 2008
Target sequence (Q07817 whole entry, looked up): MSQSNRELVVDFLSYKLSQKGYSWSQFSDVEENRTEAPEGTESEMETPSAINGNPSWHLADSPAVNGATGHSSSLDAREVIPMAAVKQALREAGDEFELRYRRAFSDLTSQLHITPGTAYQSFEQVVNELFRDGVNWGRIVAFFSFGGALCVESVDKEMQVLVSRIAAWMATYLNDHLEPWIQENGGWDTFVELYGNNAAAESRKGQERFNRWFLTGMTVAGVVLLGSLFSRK
Rac1 mut GTP – GTP binding modulators of activated mutant Rac1, primary screen, biochemical, bead-based flow cytometry, multiplex, fluorescent GTP; percent activity (GTP binding), % at 10 µM; GST-Rac1 activated beads; actives lie on both sides; 100% means binding = to untreated wells; Ras-related C3 botulinum toxin substrate 1 (Homo sapiens), P63000; 190,000 tested, 0.11% active;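 active = GTP binding at least 20 percentage points away from the 100% baseline, in either direction, so actives lie on both sides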
Rac1 wt modul – wildtype Rac1 GTP binding modulators, primary screen, biochemical, GST-Rac1 beads, flow cytometry, multiplex. fluorescent GTP binding; actives lie on both sides; 0 = cold GTP competed, 100 = untreated. GTP binding activity (% of control), % at 10 µM. 190,000 tested, 0.27% active;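 active = GTP binding activity at least 20 points away from the 100% control level, either lower or higher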
Rab7 wt GTP bind – modulators of GTP binding to Rab7, primary screen, biochemical, wildtype, multiplex bead flow cytometry; 190,000 tested, 0.055% active; Rab7 GTPase wild type (dog), Bodipy-FL-GTP binding; GTP binding activity (percent of control), % at 10 µM; GST-Rab7 beads, fluorescent GTP binding; actives lie on both sides; untreated = 100%, excess cold GTP = 0%;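 active = fluorescent GTP binding to Rab7 beads changed by at least 20 points from the 100% baseline, either direction, mostly lower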;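 also: median green fluorescence of bound Bodipy-FL-GTP per Rab7 bead population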
Rab2A wt mod – modulators of GTP binding to Rab2A wildtype, primary screen, biochemical, dog, bead-based flow cytometry, multiplex; 190,000 tested, 0.19% active; GST-Rab2 wt beads, Bodipy-GTP binding; GTP binding activity, % at 10 µM; Ras-related protein Rab-2A (Canis lupus familiaris), P61105;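 active = GTP binding activity at least 20 points away from 100%, either lowered or raised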;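 also: 0% = beads with excess unlabeled GTP and 100% = no-compound control corrected for plate trend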
Bim-Bcl-B – inhibitors of Bim-Bcl-B binding, primary screen, biochemical, multiplexed, human Bcl-2 family. bead-based flow cytometry, Bim peptide-Bcl-B binding. inhibition, % at 10 µM. 190,000 tested, 0.073% active;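 also: 0% = tracer peptide without compound and 100% = reference inhibitor peptide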
Target sequence (Q9HD36 whole entry, looked up): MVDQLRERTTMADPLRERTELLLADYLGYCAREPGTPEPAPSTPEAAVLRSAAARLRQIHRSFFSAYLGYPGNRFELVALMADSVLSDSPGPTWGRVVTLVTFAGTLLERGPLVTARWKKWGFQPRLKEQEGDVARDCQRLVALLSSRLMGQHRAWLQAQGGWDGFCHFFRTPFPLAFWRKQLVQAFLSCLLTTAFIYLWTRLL
Bfl-1 Bim block – inhibitors of Bim binding to Bfl-1, primary screen, biochemical, multiplexed, bead-based flow cytometry; Bim-Bfl-1 binding inhibition; Bcl-2-related protein A1 (Homo sapiens), Q16548; 190,000 tested, 0.12% active; AID 1008, 2008; inhibition, % at 10 µM;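 also: 0% = wells without compound plus tracer and 100% = blocker peptide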
Bim-Bcl-2 – inhibitors of Bim-Bcl-2 binding, primary screen, biochemical, multiplexed, human Bcl-2 family. inhibition, % at 10 µM. AID 950, 2007. Bead-based flow cytometry, Bim peptide-Bcl-2 binding. Apoptosis regulator Bcl-2 (Homo sapiens), P10415. 190,000 tested, 0.06% active; in the data active = inhibition above about 40%;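 also: 0% = no compound wells with probe peptide and 100% = reference peptide inhibitor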
Target sequence (P10415 whole entry, looked up): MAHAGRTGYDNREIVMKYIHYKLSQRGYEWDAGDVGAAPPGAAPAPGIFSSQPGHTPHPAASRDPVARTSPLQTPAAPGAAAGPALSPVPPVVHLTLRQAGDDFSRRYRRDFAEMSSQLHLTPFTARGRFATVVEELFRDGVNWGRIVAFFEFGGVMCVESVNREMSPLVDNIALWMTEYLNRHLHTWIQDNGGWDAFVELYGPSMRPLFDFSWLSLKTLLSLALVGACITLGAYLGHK
Bim-Bcl-W – inhibitors of Bim binding to Bcl-W, primary screen, biochemical, multiplexed, bead-based flow cytometry; Bim peptide-Bcl-W binding; 190,000 tested, 0.02% active; AID 952, 2007; inhibition, % at 10 µM; Bcl-2-like protein 2 (Homo sapiens), Q92843;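 also: 0% = bound tracer without compound and 100% = peptide blocker; higher means less fluorescent Bim peptide bound to Bcl-W beads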
* hit, by the source's call. Rule as the data show it, unless noted: active = inhibition above about 40%.

SMILES	HRas wt GTP	Cdc42 wt GTP	Bim-Bcl-XL	Rac1 mut GTP	Rac1 wt modul	Rab7 wt GTP bind	Rab2A wt mod	Bim-Bcl-B	Bfl-1 Bim block	Bim-Bcl-2	Bim-Bcl-W
Cc1sc(NC(=S)NC(=O)c2cccs2)nc1-c1ccc(CC(C)C)cc1	101.0	104.0	-2.0	98.0	104.0	102.0	100.0	-6.0	-13.0	0.0	0.0
Cc1cc(C)n(-c2nc(-c3ccc(Cl)cc3)cs2)n1	104.0	102.0	-1.0	102.0	103.0	101.0	101.0	-3.0	-8.0	-5.0	1.0
CCCCCc1c(C)nc(N2CCc3ccccc32)[nH]c1=O	98.0	105.0	-5.0	97.0	102.0	101.0	98.0	-7.0	-15.0	-9.0	0.0
COc1ccccc1NS(=O)(=O)c1cccc(N=C2N=C(N)c3ccccc32)c1	99.0	99.0	-2.0	101.0	105.0	98.0	97.0	-5.0	-3.0	-3.0	-3.0
O=C(Cc1ccc(Cl)cc1)NNc1c(F)c(F)cc(F)c1F	97.0	100.0	-7.0	96.0	100.0	99.0	98.0	-5.0	-7.0	-10.0	-5.0
COc1ccc(N(C2=NCCCS2)S(=O)(=O)c2ccc(C(C)(C)C)cc2)cc1	95.0	95.0	0.0	95.0	95.0	97.0	98.0	-3.0	-5.0	-3.0	-1.0
COc1ccc2c(c1)C1NC(=S)NC(C)(O2)C1C(=O)Nc1ccc(Cl)cc1 (stereo not given)	99.0	102.0	0.0	99.0	104.0	99.0	99.0	-32.0	6.0	2.0	4.0
CC(OC(=O)c1nn(C(C)C)c(=O)c2ccccc12)C(=O)Nc1ncc(Cl)cc1Cl (stereo not given)	103.0	102.0	-8.0	100.0	108.0	105.0	102.0	-9.0	0.0	-2.0	-2.0
Cc1ccc(NC2=NCC(=O)N2Cc2ccc3c(c2)OCO3)c(C)c1	98.0	100.0	-10.0	99.0	96.0	96.0	98.0	-7.0	-8.0	-7.0	0.0
CCN(CC)CCN(C(=O)CCOc1ccccc1)c1nc2c(F)cc(F)cc2s1	98.0	99.0	-5.0	99.0	99.0	105.0	99.0	-10.0	-8.0	-6.0	-2.0
O=C1c2ccccc2C(=O)N1CNc1ccccc1	99.0	99.0	-4.0	97.0	98.0	98.0	98.0	-4.0	-2.0	-1.0	-3.0
O=C(NC(N1CCCC1)C(Cl)(Cl)Cl)c1ccccc1 (stereo not given)	96.0	97.0	0.0	98.0	97.0	97.0	96.0	2.0	1.0	2.0	0.0
Clc1ccc(C2=NCCN2)cc1	102.0	102.0	0.0	98.0	100.0	110.0	105.0	-1.0	-3.0	1.0	0.0
CCOC(=O)Cn1c(=O)oc2cc(S(=O)(=O)N3CCC(N4CCCCC4)CC3)ccc21	101.0	100.0	-6.0	98.0	105.0	96.0	99.0	-5.0	-8.0	-5.0	-2.0
Cc1ccc(C(=O)Nc2cc(C(F)(F)F)ccc2N2CCCCC2)cc1[N+](=O)[O-]	97.0	93.0	-10.0	96.0	99.0	97.0	95.0	-13.0	-18.0	-12.0	-2.0
Clc1cccc(Cl)c1NC1=NCCC1	100.0	101.0	-1.0	98.0	102.0	97.0	100.0	-5.0	-11.0	-7.0	0.0
CNc1nn(-c2cccc(Cl)c2)nc1N	98.0	96.0	-6.0	98.0	101.0	102.0	97.0	-6.0	-11.0	-7.0	-2.0
CC(=O)NC1=NN(C(C)=O)C(C)(c2cccnc2)S1 (stereo not given)	100.0	98.0	-4.0	97.0	103.0	100.0	101.0	-7.0	0.0	0.0	-5.0
CC(=O)N(C(C)=O)c1cccc2c(N(C(C)=O)C(C)=O)cccc12	102.0	102.0	0.0	99.0	101.0	100.0	101.0	-4.0	-8.0	-5.0	0.0
COc1cc(NC2c3ncccc3C(=O)N2Cc2ccco2)cc(OC)c1 (stereo not given)	102.0	99.0	0.0	99.0	102.0	103.0	100.0	-2.0	0.0	0.0	4.0

Pulled by structure from the entries so far, two records:
SMILES	HRas wt GTP	Cdc42 wt GTP	Bim-Bcl-XL	Rac1 mut GTP	Rac1 wt modul	Rab7 wt GTP bind	Rab2A wt mod	Bim-Bcl-B	Bfl-1 Bim block	Bim-Bcl-2	Bim-Bcl-W
CCCCCc1c(C)nc(N2CCc3ccccc32)[nH]c1=O	98.0	105.0	-5.0	97.0	102.0	101.0	98.0	-7.0	-15.0	-9.0	0.0
Clc1ccc(C2=NCCN2)cc1	102.0	102.0	0.0	98.0	100.0	110.0	105.0	-1.0	-3.0	1.0	0.0

Additional structures follow.
SMILES	HRas wt GTP	Cdc42 wt GTP	Bim-Bcl-XL	Rac1 mut GTP	Rac1 wt modul	Rab7 wt GTP bind	Rab2A wt mod	Bim-Bcl-B	Bfl-1 Bim block	Bim-Bcl-2	Bim-Bcl-W
CC(C)Oc1ccc(C(=O)Nc2ccc(Cl)c(S(=O)(=O)Nc3ccc(Cl)cc3)c2)cc1	98.0	100.0	-4.0	98.0	100.0	99.0	95.0	-8.0	0.0	-2.0	-3.0
COc1ccc2cc(CCN3C(=O)c4ccccc4C3=O)c(=O)[nH]c2c1	101.0	102.0	-4.0	99.0	104.0	103.0	100.0	-3.0	2.0	1.0	-3.0
CC(C)COC(=O)c1nnsc1NC(=O)Nc1ccccc1	99.0	101.0	-4.0	97.0	103.0	99.0	102.0	-4.0	-20.0	-4.0	0.0
CCOC(=O)c1c(C)oc2ccc(OC(=O)c3cccs3)cc12	95.0	99.0	-3.0	97.0	98.0	91.0	95.0	-5.0	-2.0	0.0	-3.0
CC(=O)c1ccc2c(c1)Nc1ccccc1S2	101.0	105.0	-3.0	102.0	107.0	102.0	104.0	-12.0	-13.0	-11.0	-1.0
CN1CCN(c2ccc(NC(=O)Cc3ccccc3)cc2)CC1	99.0	98.0	-7.0	96.0	98.0	98.0	98.0	-8.0	-19.0	-11.0	-4.0
O=C(C[n+]1cc(-c2ccc(F)cc2)n2c1CCC2)Nc1nc(-c2ccccc2)cs1	103.0	104.0	-5.0	104.0	106.0	103.0	103.0	-7.0	0.0	3.0	-4.0
COc1ccccc1N1CCN(C2CCN(C3CCC(c4ccccc4)CC3)CC2)CC1 (stereo not given)	98.0	92.0	-2.0	93.0	93.0	105.0	98.0	-2.0	-8.0	-2.0	-4.0
Cc1cc(/C=C2/NC(=O)NC2=O)c(C)n1-c1ccccn1	100.0	99.0	-3.0	101.0	105.0	100.0	101.0	3.0	1.0	1.0	0.0
COCc1c(C(=O)N/N=C/C2CC=CCC2)nnn1-c1nonc1N (stereo not given)	100.0	100.0	-10.0	102.0	103.0	98.0	99.0	-7.0	-3.0	-4.0	-6.0
Cn1cc(SCC(=O)N2CCCc3ccccc32)c2ccccc21	101.0	101.0	-5.0	99.0	102.0	99.0	101.0	-3.0	-12.0	-6.0	-1.0
COc1ccc(C)cc1NC(=O)C1CCN(S(=O)(=O)c2cccc3cccnc23)CC1	103.0	108.0	-8.0	103.0	108.0	105.0	104.0	-10.0	-6.0	-5.0	-9.0
COCCn1c(SCC#N)nnc1-c1ccccc1O	101.0	105.0	-10.0	100.0	102.0	99.0	102.0	-8.0	-15.0	-6.0	0.0
COc1ccc(NC(=O)Nc2cccs2)cc1OC	99.0	95.0	-5.0	97.0	99.0	97.0	98.0	-3.0	-4.0	-3.0	0.0
Cc1cccn2cc(CNC(=O)CC3CCCC3)nc12	103.0	103.0	1.0	99.0	103.0	102.0	101.0	1.0	-2.0	4.0	0.0
CCN(CC)C(=O)c1ccc(C(=O)c2c(C)cc(C)cc2C)cc1	104.0	101.0	0.0	97.0	101.0	105.0	102.0	0.0	-1.0	1.0	0.0
COc1ccc(OC)c(-n2c(-c3cccc(C)c3)n[nH]c2=S)c1	96.0	97.0	-3.0	96.0	95.0	97.0	96.0	-31.0	6.0	-1.0	0.0
COc1ccc(S(=O)(=O)NC(CC(=O)N2CCc3ccccc32)c2ccco2)cc1 (stereo not given)	98.0	96.0	-9.0	92.0	95.0	95.0	94.0	-8.0	-12.0	-6.0	1.0
COc1ccc(CCNC(=O)c2ccc(-c3ccc([N+](=O)[O-])cc3Cl)o2)cc1	99.0	98.0	-14.0	98.0	97.0	102.0	98.0	-23.0	-5.0	0.0	-6.0
Cc1cc(N2CCN(c3ccccc3)CC2)nc(-n2nc(C)cc2C)n1	98.0	96.0	-6.0	98.0	99.0	99.0	99.0	-6.0	-17.0	-7.0	0.0

Continued.
SMILES	HRas wt GTP	Cdc42 wt GTP	Bim-Bcl-XL	Rac1 mut GTP	Rac1 wt modul	Rab7 wt GTP bind	Rab2A wt mod	Bim-Bcl-B	Bfl-1 Bim block	Bim-Bcl-2	Bim-Bcl-W
CC(C)CCn1c(=O)c2ccccc2n2c(CCl)nnc12	100.0	94.0	1.0	97.0	102.0	104.0	102.0	-6.0	-5.0	1.0	0.0
N#Cc1c(N2CCN(C(=O)c3ccco3)CC2)nc(-c2ccccc2)c2c1CCCC2	95.0	94.0	-5.0	95.0	99.0	94.0	96.0	0.0	1.0	1.0	-2.0
CN(C)c1nc(N)c([N+](=O)[O-])c(NCc2ccccc2)n1	98.0	99.0	-4.0	97.0	101.0	101.0	97.0	-9.0	0.0	-3.0	-1.0
C/C=C/Cn1c(SCc2ccccc2)nc2c1c(=O)[nH]c(=O)n2C	101.0	101.0	-2.0	100.0	99.0	98.0	101.0	-5.0	0.0	1.0	0.0
CCOC(=O)C(Oc1ccc(=O)[nH]n1)C(C)=O (stereo not given)	99.0	102.0	0.0	99.0	100.0	97.0	99.0	-3.0	1.0	1.0	2.0
CCNC(=S)Nc1cccc(S(=O)(=O)NC2=NCCC2)c1	101.0	104.0	0.0	96.0	100.0	104.0	104.0	-4.0	-7.0	-3.0	1.0
CCc1ccc(/C=C2/C(=O)N(CC)C(=S)N2C)s1	99.0	100.0	0.0	97.0	101.0	100.0	98.0	-4.0	1.0	0.0	0.0
C/C(=N\NC(=O)c1ccccc1)c1ccccc1F	94.0	97.0	0.0	98.0	100.0	93.0	96.0	1.0	-5.0	0.0	0.0
COC(=O)c1ccc(CSc2nc3c(cnn3-c3ccccc3)c(=O)[nH]2)o1	104.0	104.0	0.0	96.0	109.0	102.0	94.0	-3.0	-9.0	0.0	4.0
CN(Cc1nc(-c2ccccn2)no1)S(=O)(=O)c1ccc(Br)cc1	100.0	101.0	-4.0	98.0	100.0	100.0	102.0	-6.0	-11.0	-6.0	0.0
CCN(c1ccccc1)S(=O)(=O)c1ccc(Cl)nc1	95.0	95.0	0.0	96.0	95.0	96.0	97.0	-3.0	0.0	2.0	-2.0
CN(C)CCNC(=O)COc1ccc(C23CC4CC(CC(C4)C2)C3)cc1	94.0	97.0	-4.0	95.0	100.0	92.0	92.0	-11.0	-2.0	-4.0	-4.0

Screening data as filed in PubChem.
